AID2073: inhibitors of Mint1-CaV2.2 protein interaction, biochemical, HTRF (AID 2073) | actives 0.19% (n = 290,000) | Voltage-dependent N-type calcium channel subunit alpha-1B (Homo sapiens) | HTRF protein-protein interaction, Mint1-CaV2.2; higher % means a stronger effect | inhibition, % at 20 µM, or IC50 in µM where a hit was titrated; in the data active means inhibition mostly above about 51%, no sharp cut-off; inconclusive means no clear call, values can overlap the other calls; inactive means mostly below about 53%; further: some results filed as inactive read as strong as hits
Dengue-2 NS5 capping: Dengue-2 NS5 methyltransferase inhibitors, primary screen, biochemical, confirmation dose response (AID 588689). Dengue-2 NS5 methyltransferase capping enzyme assay, biochemical; higher % means a stronger effect. Genome polyprotein (Dengue virus type 2 (strain 16681-PDK53)). inhibition, % at 25 µM, or IC50 in µM where a hit was titrated. actives 0.3% (n = 340,000); in the data active means a potency from the dose series; inconclusive means inhibition above about 29% without an active follow-up result
NOD1 inhibition: NOD1 signaling inhibitors, primary screen, cell-based, luminescence, uHTS (AID 1578) | NOD1-driven NF-kB luciferase reporter cells, luminescence; higher % means a stronger effect | actives 1% (n = 290,000) | inhibition, % at 4 µM, or EC50 in µM where a hit was titrated; in the data active means inhibition mostly above about 36%, no sharp cut-off; inactive means mostly below about 34%;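 further: HEK-293T reporter cells stimulated with the NOD1 agonist gamma-tri-DAP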
KOR beta-arrestin-1: KOR agonists, beta-arrestin recruitment, primary screen, cell-based, luminescence, uHTS (AID 1777); KOR beta-arrestin recruitment, luminescence; higher % means a stronger effect; Kappa-type opioid receptor (Homo sapiens); actives 0.02% (n = 280,000); activation, % at 10 µM; hits with a dose series show EC50 in µM; in the data active means activation above about 50%, passing the limit was not always enough; further: a part of the inactive calls stands beside numbers as strong as those of hits
HEK293 NOD2/NF-kB: NOD2 signaling inhibitors, cell-based, luminescence, uHTS, HEK293 (AID 1566); inhibition, % at 4 µM, or EC50 in µM where a hit was titrated; HEK293 NOD2/NF-kB luciferase reporter, luminescence; higher % means a stronger effect; actives 0.63% (n = 290,000); further: many of its hits are not listed in these tables
Yfh1-depleted yeast: enhancers of respiration in Yfh1-depleted yeast, dose response, Friedreich's ataxia, plus single-dose screen (AID 1465); S. cerevisiae Yfh1-off respiration, WST-1 reduction, 72 h; higher fold induction means a stronger effect; actives 0.074% (n = 220,000); one-dose fold induction at 50 µM; EC50 in µM for titrated hits;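 active means fold induction of absorbance versus untreated yeast above a set limit, then at least 30% activation at any dose in follow-up; inconclusive means repeats straddling the limit, or above it without dose testing; inactive means fold induction below the set limit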;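 further: activators that raise dye reduction in frataxin-depleted yeast; strong numbers were not always called active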
KOR beta-arrestin-2: KOR antagonists, beta-arrestin recruitment, cell-based, luminescence, uHTS (AID 1778); actives 0.091% (n = 290,000); KOR beta-arrestin recruitment, luminescence, antagonist mode; higher % means a stronger effect; Kappa-type opioid receptor (Homo sapiens); inhibition, % at 10 µM; hits with a dose series show IC50 in µM; further: strong numbers were not always called active
HIV fusion peptide: inhibitors of HIV fusion peptide binding, primary screen, biochemical, uHTS, fluorescence dequenching (AID 1986); cell-free peptide binding, fluorescence dequenching, 30 min; higher % means a stronger effect; inhibition, % at 20 µM, or IC50 in µM where a hit was titrated; actives 0.3% (n = 290,000); in the data active means inhibition mostly above about 52%, no sharp cut-off; inactive means mostly below about 76%; further: some results filed as inactive read as strong as hits
West Nile virus CPE: West Nile virus antiviral activity, cell-based, CPE readout (AID 1621); West Nile virus-infected cells, CPE inhibition; higher % means a stronger effect; actives 0.02% (n = 290,000); CPE inhibition, % at 10 µM, or IC50 in µM where a hit was titrated; in the data active means a potency from the dose series; inconclusive means CPE inhibition mostly from about 3.7% at the one dose, without a potency; inactive means the rest, 99 in 100 with CPE inhibition below about 2.2%; further: strong numbers were not always called active
Dengue-2 NS5 capping pilot replicate: recorded beside Dengue-2 NS5 capping, whose call it bears; inhibition, %; measured here: pilot screen replicate inhibition
An asterisk follows results filed as active; i = inactive; ? = inconclusive; . = not tested or not shown; [ ] = dose if it differs, or a comment. Unless noted, no stated cut-off is given here; in the data, active means inhibition above about 50%; inactive means the rest. This is a subset, so the mix of outcomes need not match the whole.

SMILES | AID2073 | Dengue-2 NS5 capping | NOD1 inhibition | KOR beta-arrestin-1 | HEK293 NOD2/NF-kB | Yfh1-depleted yeast | KOR beta-arrestin-2 | HIV fusion peptide | West Nile virus CPE | others
O=C1c2ccccc2C(=O)N1Cc1ccccn1 | -3% | -3% | -14% | -0.6% | 18% | i | -12% | -0.6% | -0.1%
O=[N+]([O-])c1ccc(O)c2ncccc12 | 0% | -4% | -22% | -2.1% | 12% | i | 19% | 9.2% | ?
O/N=C/c1cn(-c2ccccc2)nc1-c1ccccc1 | 5% | 5% | -12% | -3.3% | -5% | . | 16% | 0.7% | 3.0%
CN1CCN(C(=O)c2cccn(Cc3ccc(C(F)(F)F)cc3)c2=O)CC1 | 7% | -2% | 4% | 4.9% | -18% | . | -49% | -0.2% | 0.0%
Cn1ncc(N=Cc2ccc([N+](=O)[O-])cc2)c1C(=O)N1CCOCC1 | -4% | 1% | -20% | -9.1% | 11% | i | 13% | 0.3% | 0.4%
CC(NC(=O)c1ccc2ccccc2n1)c1ccc(Br)cc1 (configuration not stated) | 32% | -4% | -15% | -3.9% | -17% | . | 13% | 0.1% | -1.3%
COC(=O)c1ccc(NC(=O)CSc2nnc(COc3ccccc3)n2C)cc1 | -2% | -2% | -28% | -1.8% | 2% | i | -20% | 0.1% | -0.1%
Cc1nc(C)c(C(=O)C2=C(O)C(=O)N(CCN(C)C)C2c2ccccc2)s1 (configuration not stated) | -1% | -8% | -1% | 2.3% | -4% | i | -37% | -1.5% | 1.0%
Cc1ccc(-c2csc3nc(=O)c(C)nn23)cc1 | 2% | . | -9% | 0.6% | -8% | i | -20% | -1.7% | -0.2%
CC(=O)c1ccc(S(=O)(=O)N(CCCO)Cc2cc3cc4c(cc3[nH]c2=O)OCCO4)cc1 | 8% | -3% | -8% | 2.2% | 6% | . | 4% | -1.3% | 0.0%
COc1cc(/C=N/n2cnc3scc(-c4cccs4)c3c2=O)cc(OC)c1OC | 7% | 6% | -3% | -0.4% | -4% | i | -11% | 5.6% | -0.6%
O=c1ccc(-c2ccc(S(=O)(=O)Nc3ccccc3)o2)n[nH]1 | -2% | -5% | -19% | 2.9% | -9% | . | -16% | 1.7% | 0.3%
COc1cc(C(=S)N2CCOCC2)ccc1OS(=O)(=O)c1ccccc1[N+](=O)[O-] | -9% | 4% | -13% | -0.7% | 4% | i | -21% | -0.7% | -1.0%
Brc1ccc(OCc2nnc3n2CCC3)cc1 | 15% | 5% | -20% | -0.1% | 14% | i | 18% | 1.5% | -0.1%
CCOc1cc([C@H]2[C@@H]3CCCC[C@]3(O)CCN2CC(=O)NCc2ccco2)ccc1O | -2% | 3% | -5% | -4.6% | 3% | i | 0% | -2.4% | 0.2%

3 entries picked at random from the list so far:
SMILES | AID2073 | Dengue-2 NS5 capping | NOD1 inhibition | KOR beta-arrestin-1 | HEK293 NOD2/NF-kB | Yfh1-depleted yeast | KOR beta-arrestin-2 | HIV fusion peptide | West Nile virus CPE | others
CN1CCN(C(=O)c2cccn(Cc3ccc(C(F)(F)F)cc3)c2=O)CC1 | 7% | -2% | 4% | 4.9% | -18% | . | -49% | -0.2% | 0.0%
Cc1ccc(-c2csc3nc(=O)c(C)nn23)cc1 | 2% | . | -9% | 0.6% | -8% | i | -20% | -1.7% | -0.2%
Brc1ccc(OCc2nnc3n2CCC3)cc1 | 15% | 5% | -20% | -0.1% | 14% | i | 18% | 1.5% | -0.1%

Of the compounds above, 3 contain a carbonyl joined to an NH by a bond outside any ring:
SMILES | AID2073 | Dengue-2 NS5 capping | NOD1 inhibition | KOR beta-arrestin-1 | HEK293 NOD2/NF-kB | Yfh1-depleted yeast | KOR beta-arrestin-2 | HIV fusion peptide | West Nile virus CPE | others
CC(NC(=O)c1ccc2ccccc2n1)c1ccc(Br)cc1 (configuration not stated) | 32% | -4% | -15% | -3.9% | -17% | . | 13% | 0.1% | -1.3%
COC(=O)c1ccc(NC(=O)CSc2nnc(COc3ccccc3)n2C)cc1 | -2% | -2% | -28% | -1.8% | 2% | i | -20% | 0.1% | -0.1%
CCOc1cc([C@H]2[C@@H]3CCCC[C@]3(O)CCN2CC(=O)NCc2ccco2)ccc1O | -2% | 3% | -5% | -4.6% | 3% | i | 0% | -2.4% | 0.2%

The results go on:
SMILES | AID2073 | Dengue-2 NS5 capping | NOD1 inhibition | KOR beta-arrestin-1 | HEK293 NOD2/NF-kB | Yfh1-depleted yeast | KOR beta-arrestin-2 | HIV fusion peptide | West Nile virus CPE | others
C=CCn1c(SCC(=O)Nc2cccc(C)c2)nnc1-c1cnccn1 | -4% | -10% | 7% | 6.7% | 19% | i | 18% | 0.5% | 0.3% | Dengue-2 NS5 capping pilot replicate=-0.6
CC(C)N(Cc1cn[nH]c1-c1ccc(-c2ccccc2)cc1)Cc1nccn1C | -4% | 1% | -34% | . | -5% | i | -45%[20 µM] | -1.2% | 0.4%
O=S(=O)(Nc1cccc(-c2ccc(N3CCCCCC3)nn2)c1)c1cccc(F)c1 | 10% | 3% | -5% | -2.8% | -33% | . | -14% | 1.5% | 0.0%
c1cncc(Nc2nc(-c3cccs3)cs2)c1 | 37% | -6% | -26% | -0.1% | -48% | i | 16% | 4.5% | 1.7%
O=C(O)C1CC(=O)N(c2ccc(OCc3ccc(Cl)cc3Cl)cc2)C1 (configuration not stated) | -2% | -13% | -10% | -3.6% | 6% | i | 19% | 7.3% | 0.0%
Cc1ccccc1NC(=O)CN1C(=O)c2ccccc2C1=O | 16% | -9% | 8% | 3.7% | 8% | . | -20%[20 µM] | -1.7% | -0.5%
COC(=O)C1CCN(C(=O)c2cc3c(=O)n4cccc(C)c4nc3n2Cc2ccccc2)CC1 | 9% | 2% | 3% | 1.8% | -2% | i | 0% | -0.3% | -0.3%
COc1ccc(NC(=O)c2cccc(C#N)c2)cc1NS(=O)(=O)c1ccc(F)cc1 | 13% | -3% | 8% | -3.3% | 19% | i | -12% | 0.1% | -0.7%
Cc1ccc(C(C)NC(=O)C23CC4CC(CC(C4)C2)C3)cc1 (configuration not stated) | -8% | -3% | -33% | -1.3% | 10% | i | -22% | 0.2% | -1.4%
O=c1[nH]cnc2cc(-c3ccccc3)sc12 | 10% | -5% | -46% | 5.2% | -73% | i | -13% | -0.2% | 1.0%
COc1ccc(Nc2nc(N)nc(SCc3nnc(C)s3)n2)cc1 | 7% | 13% | -38% | -8.4% | -6% | i | 3% | -2.2% | 0.1%
O=C(O)c1ncc(-c2ccccc2)cn1 | 9% | 1% | -6% | -10% | 1% | i | -34% | 3.0% | 0.6%
CC(C)OC(=O)c1nn2c(C(F)(F)F)cc(-c3ccc(Br)o3)nc2c1Br | 18% | 22% | -29% | 19% | 22% | i | 23% | -1.7% | 0.1%
O=C(CCC1N=C2c3ccccc3N=C(SCc3ccc(F)cc3)N2C1=O)NCc1ccco1 (configuration not stated) | 4% | -2% | -4% | 0.4% | 12% | i | 17% | 10% | 1.7%
CS(=O)(=O)N(Cc1ccc(Cl)cc1)c1ccc(C(=O)NCCC2=CCCCC2)cc1 | 13% | -1% | 9% | 2.4% | 39% | i | -9% | -2.3% | ?
CCC(C)(C)NC(=O)C1c2ccccc2Oc2ccccc21 | 15% | . | -10% | -4.2% | -10% | i | 13% | -0.3% | -0.4%
COc1cc(NC(=O)C2CCCN(S(=O)(=O)c3cnc[nH]3)C2)cc(OC)c1 (configuration not stated) | -9% | -7% | 1% | -9.0% | -1% | i | 28% | -2.0% | -0.1%
NC(=O)NCCc1ccccc1 | -5% | -4% | -14% | -2.7% | -5% | . | -22%[20 µM] | 0.6% | 0.6%
CC1CCCN(C/C=C/c2ccccc2[N+](=O)[O-])C1 (configuration not stated) | 4% | -1% | . | -0.4% | 12% | i | 3% | -2.5% | -0.1%
Cc1c(C(=O)O)oc2c3c(ccc12)OCCO3 | 14% | 5% | -20% | -6.6% | 5% | . | 12% | 2.7% | .
COc1ccc(S(=O)(=O)N2CCCC(C(=O)NCC3CCCO3)C2)cc1Cl (configuration not stated) | 10% | -5% | -14% | 3.4% | -2% | . | -28% | 0.2% | -0.7%
N#CCCn1cc(/C=N/NC(N)=S)c(-c2ccc(Br)cc2)n1 | -11% | -5% | 5% | 1.1% | 1% | i | -7% | -2.8% | 0.2%
O=C(Cn1cnc2c(nnn2Cc2ccc(F)cc2)c1=O)N1CCN(c2ccccc2)CC1 | ? | -9% | 17% | -0.1% | 24% | . | -1% | -2.0% | .
CCO[C@@H]1OC(C(=O)N2CCN(Cc3ccc4c(c3)OCO4)CC2)=C[C@H](c2csc3ccccc23)[C@H]1CCCO | 20% | -1% | 8% | -1.9% | -37% | i | 25% | -1.1% | 0.6%
CCOc1ccc(/C=N/NC(=O)CC(=O)Nc2ccc(Cl)c(Cl)c2)cc1 | -5% | -4% | -20% | 2.7% | -114% | i | 5% | -1.6% | -0.5%
O=C(Nc1ccc2c(c1)OCCO2)N1CCOCC1 | -8% | -3% | -27% | 4.8% | -7% | i | -45% | -1.1% | -0.2%
CCNc1nc(Oc2ccc(C(=O)OC)cc2)nc(N2CCOCC2)n1 | -12% | -2% | 2% | -2.3% | 12% | i | 18% | 0.3% | 0.3%
COc1ccc(NS(=O)(=O)c2ccc(N3CCOCC3)c(NC(=O)c3ccc(OC)cc3)c2)cc1 | 10% | 1% | -10% | 9.1% | -8% | i | 6% | -2.0% | -1.8%
N#Cc1cc2c(nc1SCC(N)=O)CCCCC2 | -3% | -12% | -37% | 4.3% | -59% | i | -71% | 2.9% | 0.7%
COc1ccc(-c2nn(-c3ccccc3)cc2/C=N/NC(=S)NC(C)C)cc1OC | 13% | -4% | -13% | -1.3% | 12% | i | 15% | -0.2% | 0.4%
COc1cc(Br)c(Br)cc1N | -9% | -3% | -3% | . | 16% | i | -31% | -0.7% | 0.2%
COc1ccc(CNc2nc(-c3ccccc3)nc3ccccc23)cc1OC | 9% | -9% | -3% | -4.6% | -41% | . | 34% | -1.4% | -0.6%
CCOC(=O)c1ccc(N=c2ssnc2Cl)cc1 | 11µM* | . | -21% | 0.7% | -15% | i | -15% | -1.1% | 0.0%

Assay outcomes: PubChem, several laboratories
